# IDH1 R132H inh: blocks human IDH1 R132H reductase activity; O75874; diaphorase/resazurin fluorescence, 60 min; inhibition, % at 10 µM; 70,000 compounds, 0.18% hits; in the data active = inhibition above about 34%;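 also: 0% = DMSO and 100% = no enzyme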
# Target sequence (O75874 whole entry R132H): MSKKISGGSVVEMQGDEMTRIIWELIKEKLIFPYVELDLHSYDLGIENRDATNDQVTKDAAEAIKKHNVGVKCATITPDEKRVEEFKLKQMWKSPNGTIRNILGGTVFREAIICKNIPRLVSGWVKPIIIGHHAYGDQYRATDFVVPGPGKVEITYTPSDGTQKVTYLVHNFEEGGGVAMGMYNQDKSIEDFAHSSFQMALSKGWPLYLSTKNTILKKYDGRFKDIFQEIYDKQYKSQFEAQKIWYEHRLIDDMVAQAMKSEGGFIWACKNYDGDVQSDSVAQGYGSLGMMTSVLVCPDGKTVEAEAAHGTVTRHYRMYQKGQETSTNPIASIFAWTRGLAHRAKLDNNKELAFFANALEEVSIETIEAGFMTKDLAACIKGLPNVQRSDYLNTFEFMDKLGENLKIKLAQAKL
# PRC2 inh: EZH2 (human) methyltransferase inhibition | PRC2 H3K27 methylation, DELFIA TRF, 1 h | inhibition, % at 12.5 µM | 57,000 compounds, 0.35% hits | AID 651548;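 active = mean inhibition of replicates at least 50% and every single replicate also reaching 50%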;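 also: dimethyl H3K27 on biotinylated H3 21-44 peptide detected by antibody; plate controls were median neutral control wells for no effect and median positive control wells for full effect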
# * marks the source's active call; other numbers are inactive results; · = no result given.
# Results follow in this order: IDH1 R132H inh	PRC2 inh
- O=C(CN1CCOCC1)NCC[C@H]1CC[C@@H](NS(=O)(=O)c2ccc(Cl)cc2)[C@H](CO)O1
    0.2	-8.9
- C[C@@H]1CN([C@H](C)CO)S(=O)(=O)c2ccc(/C=C/c3ccccc3)cc2O[C@@H]1CN(C)C(=O)CN1CCOCC1
    -0.1	-2.1
- C[C@@H]1CN([C@H](C)CO)S(=O)(=O)c2ccc(C3=CCCCC3)cc2O[C@@H]1CN(C)Cc1cccc(C(=O)O)c1
    -0.4	52.3
- O=C(C[C@H]1C[C@H]2c3cc(NC(=O)c4cccnc4)ccc3O[C@H]2[C@H](CO)O1)NC1CCCCC1
    0.6	0.0
- CCCN(C)C[C@@H]1Oc2cc(-c3ccc(C)cc3)ccc2S(=O)(=O)N([C@H](C)CO)C[C@@H]1C
    1.1	-15.7
- CO[C@@H]1CN(C)C(=O)c2cc(NC(=O)c3cccc(F)c3)ccc2OC[C@H](C)N(C(C)=O)C[C@H]1C
    97.6*	20.9
- CO[C@H]1CN(C)C(=O)c2ccc(NC(=O)C3CCCC3)cc2OC[C@@H](C)N(C(C)=O)C[C@H]1C
    -0.5	1.7
- C[C@@H]1CCCCO[C@@H](CN(C)Cc2ccccc2)[C@H](C)CN([C@H](C)CO)C(=O)c2cc(NC(=O)CCCN(C)C)ccc2O1
    4.4	24.9
- CO[C@H]1CN(C)C(=O)c2cc(NS(=O)(=O)c3ccccc3C)ccc2OC[C@@H](C)N(C)C[C@H]1C
    0.1	-1.0
- COc1ccc(S(=O)(=O)N(C)C[C@H]2Oc3ccc(NC(=O)Nc4ccc(C(F)(F)F)cc4)cc3C(=O)N([C@@H](C)CO)C[C@@H]2C)cc1
    -0.6	·
- CO[C@@H]1CN(C)C(=O)c2cc(NC(=O)Nc3cccc(Cl)c3)ccc2OC[C@H](C)N(C(=O)Nc2c(C)noc2C)C[C@@H]1C
    0.0	-17.6
- COc1ccc(NC(=O)Nc2ccc3c(c2)CC(=O)N([C@@H](C)CO)C[C@H](C)[C@@H](CN(C)Cc2ccccc2)O3)cc1
    0.4	-41.4
- C[C@@H]1CN([C@@H](C)CO)C(=O)c2cc(NC(=O)C3CCCCC3)ccc2O[C@@H]1CN(C)S(=O)(=O)c1ccc(Cl)cc1
    1.9	-5.1
- CNC[C@@H]1Oc2ncc(-c3ccccc3C)cc2C(=O)N([C@@H](C)CO)C[C@@H]1C
    -0.1	-15.7
- O=C(Cn1cnc([N+](=O)[O-])n1)Nc1c(Cl)cccc1Cl
    0.3	4.0
- Cc1nc2sccn2c(=O)c1CCN1CCC(=C(c2ccc(F)cc2)c2ccc(F)cc2)CC1
    0.3	3.4
- C[C@H](O)C#Cc1cnc2c(c1)C(=O)N([C@@H](C)CO)C[C@H](C)[C@@H](CN(C)Cc1ccc(-c3ccccc3)cc1)O2
    -4.4	-11.0
- CCOC(=O)c1ccc(NC(=O)CN2C(=O)C3C4C=CC(C5CC45)C3C2=O)cc1 (stereo not given)
    -0.4	-4.6
- CN(C)Cc1cn(CC[C@H]2CC[C@H](NC(=O)Cc3cccnc3)[C@H](CO)O2)nn1
    -0.3	3.9
- COCC#Cc1cnc2c(c1)C(=O)N([C@H](C)CO)C[C@@H](C)[C@H](CN(C)C(=O)c1cnccn1)O2
    0.0	-23.4
- CS(=O)(=O)Nc1ccc2c(c1)[C@@H]1C[C@H](CC(=O)NCc3ccncc3)O[C@@H](CO)[C@@H]1O2
    -0.3	-11.3
- Cc1noc(C)c1S(=O)(=O)Nc1ccc2c(c1)C(=O)N([C@@H](C)CO)C[C@@H](C)[C@H](CN(C)C(=O)c1ccncc1)OCCCC[C@H](C)O2
    2.0	·
- C[C@@H]1CN([C@@H](C)CO)C(=O)c2cccc(NC(=O)c3cnccn3)c2O[C@@H]1CN(C)C(=O)Nc1ccc(F)cc1
    ·	11.3
- Oc1c(C(Nc2ccccn2)c2c(F)cccc2Cl)cc(Cl)c2cccnc12 (stereo not given)
    0.3	-52.3
- COc1ccc(NC(=O)Nc2ccc3c(c2)C(=O)N([C@H](C)CO)C[C@@H](C)[C@@H](CN(C)C(=O)Nc2ccc(C(F)(F)F)cc2)O3)cc1
    -5.8	·
- C=CCn1c(=O)[nH]c2nc3cc(N=CN(C)C)c(C)cc3nc2c1=O
    2.1	-14.7
- CCCC(=O)Nc1ccc2c(c1)C(=O)N(C)C[C@@H](OC)[C@@H](C)CN(Cc1cccc(F)c1)[C@@H](C)CO2
    0.0	-4.7
- CCNC(=O)C[C@@H]1C=C[C@H](NC(=O)C2CCC2)[C@H](CO)O1
    0.1	2.1
- C[C@@H]1CN([C@H](C)CO)C(=O)c2cc(C#Cc3cccc(F)c3)cnc2O[C@H]1CN(C)CC1CCOCC1
    0.3	·
- COc1ccc(S(=O)(=O)Nc2ccc3c(c2)C(=O)N([C@@H](C)CO)C[C@H](C)[C@H](CN(C)CC2CCCCC2)O3)cc1
    -4.3	-5.0
- C[C@H](CO)N1C[C@H](C)[C@@H](CN(C)C(=O)CCC(F)(F)F)OCCCC[C@H](C)Oc2ccc(NS(=O)(=O)c3ccc(Cl)cc3)cc2C1=O
    0.2	·
- CCCNC(=O)Nc1ccc2c(c1)C(=O)N(C)C[C@H](OC)[C@H](C)CN(C(=O)C1CCC1)[C@@H](C)CO2
    0.1	0.2
- CCn1c(SCC(=O)N2CCN(c3ccccc3)CC2)nnc1-c1ccccc1O
    0.5	-3.2
- C[C@@H]1CN([C@H](C)CO)S(=O)(=O)c2ccc(Br)cc2O[C@@H]1CN(C)C(=O)Nc1ccc(C(F)(F)F)cc1
    ·	1.6
- Cc1ccc(S(=O)(=O)N(C)CC(=O)Nc2cccc(Cl)c2)cc1
    0.2	7.0
- Cc1cccc(NC(=O)CCCC(=O)O)c1
    -0.2	-16.0
- C[C@H]1CN([C@@H](C)CO)C(=O)Cc2cc(NS(=O)(=O)c3cccs3)ccc2O[C@@H]1CN(C)S(=O)(=O)c1ccc(F)cc1
    -0.1	·
- C[C@@H]1CN([C@@H](C)CO)C(=O)c2cc(NS(=O)(=O)c3ccc(F)cc3)ccc2O[C@@H]1CN(C)S(=O)(=O)c1ccccc1
    -6.8	·
- C[C@@H]1CN([C@@H](C)CO)C(=O)c2c(c3ccccc3n2C)-c2ccccc2CO[C@H]1CN(C)C(=O)[C@H]1CCCN1C
    ·	-10.4
- Cc1ccc(-c2ccc3c(c2)O[C@@H](CN(C)Cc2cncnc2)[C@@H](C)CN([C@@H](C)CO)S3(=O)=O)cc1
    -0.3	10.7
- O=C(C[C@H]1C[C@H]2c3cc(NC(=O)Nc4ccccc4)ccc3O[C@H]2[C@H](CO)O1)NC1CCCCC1
    1.8	6.1
- C[C@H]1CN([C@@H](C)CO)C(=O)c2cc(-c3cccc(F)c3)cnc2O[C@H]1CN(C)C(=O)C1CCOCC1
    0.9	·
- C[C@H]1CN([C@@H](C)CO)S(=O)(=O)c2ccc(-c3ccccc3)cc2O[C@H]1CN(C)S(C)(=O)=O
    5.1	18.2
- COc1ccc(S(=O)(=O)N(C)C[C@@H]2Oc3ccc(NC(=O)NC(C)C)cc3CC(=O)N([C@H](C)CO)C[C@H]2C)cc1
    -1.8	·
- CC(=O)Nc1ccccc1NC(=O)COc1ccc2ccccc2c1Br
    0.1	·
- CC(=O)Nc1ccc(NC(=O)CCCN2C(=O)c3ccccc3C2=O)cc1
    0.2	-5.1
- C[C@H](CO)N1C[C@H](C)[C@H](CN(C)C(=O)NC2CCCCC2)Oc2ncc(-c3ccccc3F)cc2C1=O
    ·	3.7
- COc1cc(/C=N/NC(=O)CCCCCC(=O)O)c([N+](=O)[O-])cc1OC
    ·	2.6
- Cc1noc(C)c1NC(=O)Nc1ccc2c(c1)CC(=O)N([C@@H](C)CO)C[C@H](C)[C@@H](CN(C)Cc1ccc(Oc3ccccc3)cc1)O2
    2.9	·
- Cc1ccccc1CN(C)C[C@@H]1OCc2cnnn2CCCC(=O)N([C@@H](C)CO)C[C@@H]1C
    0.8	-6.2
- C[C@H]1CN([C@@H](C)CO)C(=O)c2cc(NS(=O)(=O)c3ccc(Cl)cc3)ccc2O[C@H]1CN(C)Cc1ccncc1
    2.8	1.7
- COc1cc(O)cc(C2=C(C)CC(O)C2=O)c1 (stereo not given)
    0.1	·
- CC(C)CC#Cc1cnc2c(c1)C(=O)N([C@@H](C)CO)C[C@H](C)[C@H](CN(C)C(=O)c1cccnc1)O2
    0.6	-1.4
- C[C@@H]1CN([C@@H](C)CO)C(=O)c2cc(/C=C/c3ccccc3)cnc2O[C@@H]1CN(C)Cc1ccc2c(c1)OCO2
    -1.7	·
- Cc1cc(OCC(=O)Nc2ccc(-c3nc4ccccc4s3)c(O)c2)ccc1Cl
    0.3	2.1
- C[C@H](CO)N1C[C@H](C)[C@@H](CN(C)C(=O)c2ccccc2)OCCCC[C@H](C)Oc2ccc(NC(=O)C3CCCCC3)cc2C1=O
    1.1	·
- CC(C)NC(=O)N(C)C[C@@H]1OCCCC[C@H](C)Oc2ccc(NC(=O)Nc3ccc(F)cc3)cc2C(=O)N([C@@H](C)CO)C[C@H]1C
    1.7	·
- CCC(=O)N(C)C[C@H]1Oc2ncc(C#CC(C)(C)O)cc2C(=O)N([C@H](C)CO)C[C@@H]1C
    0.0	-17.0
- O=C(O)COc1ccc(C(=O)Nc2ccc(F)cc2)cc1
    3.8	-0.2
- O=C(O)C1CCCCC1C(=O)NCCc1ccncc1 (stereo not given)
    0.3	6.2

# 4 structures from above, arranged by heavy-atom count, descending.
# Results follow in this order: IDH1 R132H inh	PRC2 inh
- C[C@H](CO)N1C[C@H](C)[C@@H](CN(C)C(=O)CCC(F)(F)F)OCCCC[C@H](C)Oc2ccc(NS(=O)(=O)c3ccc(Cl)cc3)cc2C1=O
    0.2	·
- C[C@@H]1CN([C@@H](C)CO)C(=O)c2c(c3ccccc3n2C)-c2ccccc2CO[C@H]1CN(C)C(=O)[C@H]1CCCN1C
    ·	-10.4
- Cc1ccccc1CN(C)C[C@@H]1OCc2cnnn2CCCC(=O)N([C@@H](C)CO)C[C@@H]1C
    0.8	-6.2
- CCn1c(SCC(=O)N2CCN(c3ccccc3)CC2)nnc1-c1ccccc1O
    0.5	-3.2

# Next results
# Results follow in this order: IDH1 R132H inh	PRC2 inh
- CC(C)C#Cc1ccc2c(c1)O[C@H](CN(C)Cc1cncnc1)[C@@H](C)CN([C@H](C)CO)S2(=O)=O
    ·	-4.5
- Cc1ccc([N+](=O)[O-])c(OCCCSc2ncccn2)c1
    -1.3	15.9
- C[C@@H]1CN([C@H](C)CO)S(=O)(=O)c2ccc(C#Cc3cccnc3)cc2O[C@@H]1CN(C)CC1CC1
    5.7	-23.4
- C[C@H](CO)N1C[C@H](C)[C@H](CN(C)Cc2ccccc2C(=O)O)Oc2cc(C#CC3CCCC3)ccc2S1(=O)=O
    2.4	12.6
- Clc1nc(Cl)c2cc(Br)ccc2n1
    ·	32.4
- CC(=O)N(C)C[C@H]1Oc2cc(C#CC3(O)CCCC3)ccc2S(=O)(=O)N([C@H](C)CO)C[C@@H]1C
    0.4	-10.8
- O=C(CCN1C(=O)c2ccccc2C1=O)Nc1ccc(Nc2ccccc2)cc1
    2.9	·
- C[C@H](CO)N1C[C@H](C)[C@@H](CN(C)C(=O)C2CCC2)Oc2ncc(-c3cccc(C#N)c3)cc2C1=O
    1.7	·
- C[C@H]1CN([C@@H](C)CO)C(=O)c2cccc(NC(=O)C3CCCCC3)c2O[C@@H]1CN(C)S(C)(=O)=O
    0.2	5.7
- COc1ccccc1CN(C)C[C@H]1OCc2cnnn2CCCC(=O)N([C@H](C)CO)C[C@@H]1C
    2.4	-0.2
- CCCc1cn(CC[C@@H]2CC[C@H](NS(=O)(=O)c3ccc(-c4ccccc4)cc3)[C@@H](CO)O2)nn1
    -0.5	-5.9
- C[C@@H]1CN([C@H](C)CO)C(=O)c2cc(NC(=O)Nc3ccc(F)cc3)ccc2O[C@@H](C)CCCCO[C@H]1CN(C)C(=O)c1ccccc1
    2.7	·
- C[C@@H]1CN([C@H](C)CO)C(=O)c2cc(NS(=O)(=O)c3cn(C)cn3)ccc2O[C@@H]1CN(C)S(=O)(=O)c1ccc(F)cc1
    0.4	·
- CO[C@H]1CC[C@@H]2CCOc3c(C#N)cccc3C(=O)N(C)C[C@H](C)C(=O)N(C)C[C@H]1O2
    -0.2	1.3
- CCC(=O)N(C)C[C@H]1Oc2cc(C#Cc3ccccc3)ccc2S(=O)(=O)N([C@H](C)CO)C[C@@H]1C
    -0.9	-3.6
- CCS(=O)(=O)NCC[C@@H]1CC[C@@H](NC(=O)Cc2ccccn2)[C@H](CO)O1
    0.0	-8.5
- COCCOC(=O)N1C(=O)[C@@]2(c3cc(C#CCC(C(=O)OC)C(=O)OC)ccc31)[C@H](C(N)=O)[C@H]1C(=O)O[C@H](c3ccccc3)[C@H](c3ccccc3)N1[C@@H]2c1ccc(OCCO)cc1
    ·	-21.9
- O=C(C[C@H]1C=C[C@H](NC(=O)CN2CCOCC2)[C@@H](CO)O1)NCc1cccc(F)c1
    0.0	5.0
- O=C(C[C@H]1C[C@H]2c3cc(NC(=O)C4CCOCC4)ccc3O[C@H]2[C@H](CO)O1)NCc1cc(F)ccc1F
    1.7	9.2
- CC(C)NC(=O)N(C)C[C@@H]1OCCCC[C@H](C)Oc2ccc(NC(=O)c3ccccc3)cc2C(=O)N([C@@H](C)CO)C[C@@H]1C
    0.4	8.3
- N/C(CCCN1CCCCC1)=N\O
    0.3	-5.1
- C[C@H](CO)N1C[C@H](C)[C@@H](CN(C)C(=O)C2CCOCC2)Oc2cc(C#Cc3ccncc3)ccc2S1(=O)=O
    1.5	4.5
- COc1ccc(C(=O)Nc2ccc3c(c2)C(=O)N(C)C[C@@H](OC)[C@H](C)CN(C)[C@H](C)CO3)cc1
    -0.6	-5.8

# Single values from the results shown:
# Under PRC2 inh, CO[C@H]1CN(C)C(=O)c2cc(NS(=O)(=O)c3ccccc3C)ccc2OC[C@@H](C)N(C)C[C@H]1C is listed with -1.0
# Under PRC2 inh, CCCC(=O)Nc1ccc2c(c1)C(=O)N(C)C[C@@H](OC)[C@@H](C)CN(Cc1cccc(F)c1)[C@@H](C)CO2 is listed with -4.7

# Screening data (PubChem)

# The list is partial (hit frequency here may not be typical).
